# Compound activity from PubChem BioAssay.
# ELG1 genotox: induces genotoxicity in HEK293T cells with luciferase-tagged ELG1. HEK293T ELG1-luciferase reporter, luminescence, 16 h. Potency, µM (series often up to 46 µM), inactives show top-dose activity change, positive = activation, hits mostly activators. 1.3% of 330,000 active. AID 504466; further: potency means the concentration at half of the fitted maximal effect; % of control where 0% means no effect; nearly all actives have a fitted effect of over 60% in size
#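 Screening used a luciferase reporter fused to human ELG1 in HEK293T cells. Luminescence was read on a CCD plate imager after 16 hr exposure and 30 min ONE-Glo incubation.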
# S-ASM inh: human S-ASM enzyme inhibition; AID 504937; Potency, µM (top dose mostly 57.5 µM), for the others: at the highest dose activity change, negative = inhibition, actives largely listed as inhibitors; placental ASM, HMU-PC fluorogenic substrate, 60 min; 0.006% of 340,000 active; further: potency means the concentration at half of the fitted maximal effect
#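 Steps: dispense placental human ASM, pin compound, wait 10 min at room temperature, add HMU-PC0 substrate at 9 uM final, incubate 60 min at 37 °C, add stop solution raising pH to 10, read fluorescence.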
# TRPV1 ag: agonists of human vanilloid receptor 1 (TRPV1). Q8NER1. TRPV1-expressing cells, Fluo-8 calcium influx, agonist mode. activation, % at 8.33 µM. 0.19% of 320,000 active. AID 540275; in the data active means activation above about 80%; inconclusive means between about 30% and that limit; further: 0% is about no effect
# Target sequence (Q8NER1 whole entry, looked up): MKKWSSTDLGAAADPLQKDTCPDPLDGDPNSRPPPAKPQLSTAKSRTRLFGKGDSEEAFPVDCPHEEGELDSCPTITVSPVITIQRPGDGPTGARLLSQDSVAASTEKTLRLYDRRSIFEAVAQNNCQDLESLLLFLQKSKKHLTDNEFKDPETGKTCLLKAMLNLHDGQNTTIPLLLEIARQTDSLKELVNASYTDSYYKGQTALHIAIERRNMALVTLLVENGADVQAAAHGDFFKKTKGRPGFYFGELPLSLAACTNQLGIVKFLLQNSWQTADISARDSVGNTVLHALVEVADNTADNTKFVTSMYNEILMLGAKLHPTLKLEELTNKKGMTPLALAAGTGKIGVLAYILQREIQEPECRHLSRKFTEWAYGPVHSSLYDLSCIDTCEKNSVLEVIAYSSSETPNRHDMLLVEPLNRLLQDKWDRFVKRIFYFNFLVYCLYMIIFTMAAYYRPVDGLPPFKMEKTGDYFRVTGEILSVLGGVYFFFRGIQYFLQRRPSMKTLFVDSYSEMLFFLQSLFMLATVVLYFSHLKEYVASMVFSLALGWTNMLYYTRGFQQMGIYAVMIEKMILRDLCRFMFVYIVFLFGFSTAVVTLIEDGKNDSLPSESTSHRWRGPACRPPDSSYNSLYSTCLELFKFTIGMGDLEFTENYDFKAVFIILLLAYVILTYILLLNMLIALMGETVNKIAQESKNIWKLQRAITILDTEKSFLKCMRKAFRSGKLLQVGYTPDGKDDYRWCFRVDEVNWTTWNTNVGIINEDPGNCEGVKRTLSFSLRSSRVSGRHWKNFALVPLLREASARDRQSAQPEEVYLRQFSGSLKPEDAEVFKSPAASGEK
#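 TRPV1-expressing cells were cultured overnight at 35.5C and loaded with Fluo-8 calcium dye for 40 to 90 min at room temperature. After a 10 s baseline, compound was added and calcium influx was read kinetically for 3 min (ex 480/em 520 nm).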
# Eya2 phos inh: blocks the phosphatase activity of human Eya2. O00167. recombinant Eya2, OMFP fluorescence dephosphorylation (OMFP is methylfluorescein phosphate). Potency, µM (top dose mostly 76.9 µM), inactives show top-dose activity, negative = inhibition, most hits filed as inhibitors. 0.006% of 330,000 active; further: potency means the concentration at half of the fitted maximal effect; on the % scale 0 is the no-effect control and ±100 the full control effect
#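 Eya2 protein (added as 0.2 uM solution) was preincubated with compound for 10 min at ambient temperature in 50 mM HEPES pH 7.5, 50 mM NaCl, 5 uM MgCl2, 0.05% BSA, 1 mM DTT. OMFP (added at 50 uM) then reacted 10 min; fluorescence read at 485/525 nm.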
# B2AR arrestin: recruits beta-arrestin to the human beta2-adrenergic receptor; P07550; beta-arrestin recruitment to beta2AR, cell-based reporter; Potency, µM (doses to about 46.1 µM), for the others: top-dose activation, actives largely listed as activators; 0.02% of 330,000 active;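 further: potency means the concentration at half of the fitted maximal effect; 0% = DMSO controls and full agonism = EC100 isoproterenol or metaproterenol; nearly all actives have a fitted effect of over 65% in size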
# BRCA1 expr up: BRCA1 expression activation; AID 624202; 1.1% of 380,000 active; MCF7-BRCA1-FFLuc reporter, luminescence, 48 h; response scale: scaled: vehicle 0%, 10 µM genistein 100%; Potency, µM (highest dose often 46.1 µM), inactives show at the highest dose activation, hits mostly activators; further: potency means the concentration at half of the fitted maximal effect; nearly all actives have a fitted effect of over 80% in size; some results filed as inactive show a strong effect at the top dose
#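 Luminescence from a BRCA1-driven firefly luciferase in MCF7 cells was read after 48 h compound exposure at 37 C. Data normalized against DMSO and a 10microM genistein activation control, then curve-fitted across the titration.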
# a7 integrin act: integrin-mediated muscular dystrophy alleviation activation. 0.064% of 350,000 active. alpha7betagal myoblasts, beta-gal FDG fluorescence, 48 h. Potency, µM (doses to about 38.3 µM), for the others: top-dose activation, most hits filed as activators;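 further: potency means the concentration at half of the fitted maximal effect; 100% = response of the positive control SU9516; nearly all actives have a fitted effect of over 60% in size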
#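 alpha7betagal+/- myoblasts (passage 13, 250/well) treated 48 h at 37C with compounds at 1:260 dilution of DMSO stock. Lysed, then beta-galactosidase activity read as FDG fluorescence (ex 480/em 540) after 30 min, with pre-read for autofluorescence.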
# USP2a block: USP2a (human) protease inhibition. O75604. 0.01% of 330,000 active. USP2 core, Ub-CHOP2 coupled fluorogenic reporter, 485/531. Potency, µM (series often up to 38.3 µM), without a hit: at the top dose activity change, negative = inhibition, actives largely listed as inhibitors;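 further: potency means the concentration at half of the fitted maximal effect; plate controls were DMSO wells for no effect and full inhibition by NEM control for full effect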
#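 Deubiquitinase activity read as fluorescence (485/531 nm) after Ub-CHOP2 cleavage activates the enterokinase reporter on its substrate; USP2 core 10nM, Ub-CHOP2 and substrate 25nM each, 30min compound preincubation then 60min RT; data normalized to NEM, curves fitted.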
# uPA surface inh: blocks generation of uPA at the cell surface; Potency, µM (doses to about 38.3 µM), inactives show at the highest dose activity change, negative = inhibition, usual class: inhibitors; cell surface uPA generation assay, qHTS; 0.31% of 330,000 active; active means well fitted inhibition curve with a large enough effect; inconclusive means small, poorly fitted or top-dose-only effect; inactive means no such curve, though single readings can be large or run the other way; tested in mouse RAW 264.7 cells; further: potency means the concentration at half of the fitted maximal effect; on the % scale 0 is the no-effect control and ±100 the full control effect; nearly all actives have a fitted effect of over 55% in size
# TSG101-PTAP inh: blocks PTAP/TSG101 interaction to inhibit HIV-1 budding; Potency, µM (highest dose often 115 µM), for the others: at the highest dose activity change, negative = inhibition, usual class: inhibitors; 340,000 tested, under 10 active; Q99816; Fluorescence polarization, FITC-PTAP peptide / Tsg101 binding; active means well fitted inhibition curve with a large enough effect in the main read-out, with a control signal flat, not every such curve was filed as active; inconclusive means small, poorly fitted or top-dose-only effect, or effect the other way, or a change in a side signal; inactive means no such curve, though single readings can be large or run the other way; further: potency means the concentration at half of the fitted maximal effect; % of control where 0% means no effect
#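 Steps: Tsg101 binding domain dispensed (10 uM final), compounds pinned in DMSO, FITC-labeled PTAP-motif peptide added (50 nM final); after 20 min binding at room temperature, polarization measured.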
# p53 reactivation: mutant p53 re-activation in reporter cells; H1299 p53-A138V BP100-luciferase reporter, luminescence, 24 h; Potency, µM (doses to about 92.2 µM), inactives show at the highest dose activity change, positive = activation, usual class: activators; 0.063% of 320,000 active; AID 504706; further: potency means the concentration at half of the fitted maximal effect; % of control where 0% means no effect; nearly all actives have a fitted effect of over 45% in size
#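 H1299 (p53-null), stable ts p53-A138V + BP100-Luc; 1000 cells/well, Opti-MEM/10% FBS; cpd 4 pt, 1:5; 24 h, 37 deg C, 5% CO2; detection reagent 10 min RT; luminescence.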
# Numbers without * were called inactive; ? = inconclusive; nt = not tested or not shown; [ ] = dose if it differs, or a comment. Unless noted, the call rests on the fitted dose curve; in most records, active means well fitted curve in the direction sought with a large enough effect; inconclusive means small, poorly fitted or top-dose-only effect, or another doubt; inactive means no such curve, though single readings can be large; an effect the other way counts as inactive or inconclusive.
SMILES,ELG1 genotox,S-ASM inh,TRPV1 ag,Eya2 phos inh,B2AR arrestin,BRCA1 expr up,a7 integrin act,USP2a block,uPA surface inh,TSG101-PTAP inh,p53 reactivation
NC(=O)c1ccc(NC(=O)CSc2nncn2-c2ccccc2)cc1,-0.2%,2.3%,-3.3,7.1%,-0.5%,-7.3%,21.2%,0.9%,0.2%,-5.4%,-5.0%
Cc1c(C(=O)N2CCN(Cc3ccc4c(c3)OCO4)CC2)sc2ncnc(N3CCN(c4ccccc4)CC3)c12,-16.7%,7.4%,-6.0,-22.5%,0.4%,13.6%,11.2%,-13.9%,?,1.9%,2.1%
C=CCn1c(COc2cccc(C)c2)nnc1SCC(=O)c1c(N)n(C)c(=O)n(C)c1=O,nt,-1.5%,nt,nt,nt,6.6%,23.7%,nt,19.5%,-0.6%,nt
Cc1cc(C)n(CCC(=O)N/N=C/c2ccc(O)cc2O)n1,0.8%,112.3%[activator],-1.0,9.6%,-0.5%,-48.0%,47.1%,3.3%,-13.6%,-0.8%,15.1%
CN(C)/C=C1\NC(=S)N(c2ccc(Cl)cc2)C1=O,4.7%,-3.9%,-2.0,10.9%,3.0%,0.3%,-17.0%,-0.1%,3.9%,1.7%,-3.3%
O=S(=O)(NC1=NCCCCC1)c1cc(F)ccc1F,0.0%,4.8%,nt,-4.5%,0.0%,-3.5%,-21.8%,-6.3%,2.3%,-3.1%,2.3%
N#C/C(=C\c1cccc(O)c1)C(=O)N1CCCCC1,18.6%,0.6%,3.0,-5.2%,-0.5%,8.7%,-17.7%,0.7%,-2.5%,0.1%,?
CCc1ccc2c(c1)C(=O)C[C@]1(CCC[C@H](C)C1)O2,?,0.2%,7.0,-8.8%,-0.3%,-2.2%,12.1%,0.0%,6.0%,-3.2%,-0.3%
CC(C)(C)n1cnc2cc(NC(=O)c3cccs3)ccc21,?,-2.4%,-2.9,-6.6%,0.1%,?,9.5%,-0.8%,-15.0%,0.0%,1.2%
O=C(CCn1nnc2ccccc21)N1CCN(c2ccccc2)CC1,?,0.3%,-1.5,7.1%,-1.7%,92.9%,9.6%,0.6%,-0.9%,-3.3%,19.4%
Cc1oc(-c2cccc(Cl)c2)nc1CSc1nc2c(c(=O)[nH]1)CCC2,0.4%,-0.9%,-1.5,1.0%,-2.4%,0.0%,-5.0%,3.4%,0.3%,-12.8%,2.3%
O=C(NC1CCCC1)[C@@H]1CSC2c3ccccc3C(=O)N21 (stereo not given in full),-3.4%,4.3%,7.5,-5.9%,-0.3%,-2.2%,30.8%,0.0%,-2.2%,2.5%,8.6%
CN(C)CC1CCCCC1OC(=O)/C=C/c1ccccc1 (stereo not given),-2.4%,-0.6%,2.5,4.2%,0.2%,0.0%,5.9%,1.0%,-2.1%,-1.2%,-5.6%
Cc1ccc(C)c(NC(=O)C(OC(=O)c2cnc(C)cn2)c2ccccc2)c1 (stereo not given),-0.7%,1.2%,1.7,18.1%,0.0%,-52.9%,-7.7%,2.2%,11.0%,1.6%,0.9%
CCOc1ccccc1NC(=O)C(OC(=O)c1ccc(O)cc1)c1ccccc1 (stereo not given),-6.1%,-6.4%,25.6,-1.4%,-1.0%,-70.9%,4.4%,-17.8%,-13.3%,-1.7%,10.2%
Cc1c(N=Cc2ccncc2)c(=O)n(-c2ccccc2)n1C,-1.1%,5.7%,-1.3,11.2%,-0.2%,-15.5%,25.0%,0.6%,-1.7%,-1.5%,1.8%
CN(Cc1cccc(F)c1)C(=O)c1cc(=O)[nH]c2ccccc12,0.6%,8.2%,-1.5,11.9%,0.1%,-2.3%,6.7%,0.3%,0.5%,-2.9%,2.0%
CCOc1ccccc1CN1CCNC(=O)C1CC(=O)N(C)CCc1cnn(C)c1 (stereo not given),1.6%,6.8%,2.0,6.5%,0.0%,-1.8%,-14.8%,1.8%,16.4%,-0.4%,9.3%
O=C(COC(=O)c1ccc(Cl)s1)c1ccc[nH]1,0.3%,-1.9%,-0.6,6.8%,0.1%,1.3%,-7.6%,1.8%,2.0%,-2.4%,1.5%
C=C(C)CNC(=S)N/N=C(\C)c1ccc(OC)cc1,-1.5%,1.2%,4.1,1.2%,-1.2%,-69.1%,-10.3%,1.5%,-4.6%,-0.3%,25.0%
COc1ccccc1OCCNC(=O)C1CCCCC1,-3.8%,1.6%,0.5,0.7%,-0.1%,4.2%,0.0%,3.4%,0.8%,-3.7%,-2.3%
CC(C)(C)c1csc(NC(=O)c2cccs2)n1,?,1.7%,?,0.7%,-0.3%,?,-3.7%,0.8%,1.1%,-1.0%,?
O=C(NCc1ccccn1)Nc1ccccc1,?,2.9%,?,1.5%,0.4%,49.8%,15.4%,1.3%,-1.3%,-1.9%,4.4%
Cc1ccc(C)n1-c1ccc(C(=O)NCc2ccncc2)cc1,?,-0.5%,1.4,-16.8%,0.2%,3.6%,-58.2%[inhibitor],-0.1%,-7.7%,-10.0%,20.6%
CCOC(=O)c1c(C=O)c2sc(C)cc2n1C,3.7%,35.3%[activator],-3.5,-26.1%,0.2%,44.8%,-5.0%,-1.4%,-1.4%,-3.1%,-0.2%
Cc1ccc(C)c(NC(=O)c2ccccc2NC(=O)C2CCCO2)c1 (stereo not given),2.3%,1.6%,0.5,-3.8%,0.1%,26.6%,1.3%,11.7%,-1.7%,-5.3%,-3.0%
Cc1ccc(C(=O)NCC(=O)N2CCN(c3ncccn3)CC2)s1,11.6%,-1.0%,-2.2,3.1%,-0.1%,58.7%,-3.7%,4.0%,-0.1%,-4.6%,5.5%
Cc1[nH]c(=O)[nH]c(=O)c1CSCC(=O)OCC(=O)Nc1ccccn1,0.2%,4.3%,0.1,2.3%,-1.3%,0.9%,-25.0%,8.5%,2.1%,-7.9%,2.7%
COc1ccc(C2=NS(=O)(=O)N(C)C(C(=O)Nc3cc(C)ccc3O)=C2)cc1OC,-4.9%,-5.9%,-1.5,-13.7%,-0.3%,7.9%,?,0.2%,-4.8%,-6.6%,5.8%
Cc1cccc(NC(=S)N2CCC(c3nc4ccccc4s3)CC2)c1,-1.9%,-12.3%,15.0,0.2%,0.4%,-4.9%,-48.8%[inhibitor],4.4%,-5.7%,-15.8%,8.2%
CCCCNc1ccc2c(c1)C1CC2CCN1C(=O)OCc1ccccc1 (stereo not given),nt,-11.9%,nt,nt,nt,8.91µM*,17.0%,nt,6.5%,0.8%,nt

# 4 records picked at random from the list so far:
SMILES,ELG1 genotox,S-ASM inh,TRPV1 ag,Eya2 phos inh,B2AR arrestin,BRCA1 expr up,a7 integrin act,USP2a block,uPA surface inh,TSG101-PTAP inh,p53 reactivation
Cc1ccc(C(=O)NCC(=O)N2CCN(c3ncccn3)CC2)s1,11.6%,-1.0%,-2.2,3.1%,-0.1%,58.7%,-3.7%,4.0%,-0.1%,-4.6%,5.5%
Cc1cccc(NC(=S)N2CCC(c3nc4ccccc4s3)CC2)c1,-1.9%,-12.3%,15.0,0.2%,0.4%,-4.9%,-48.8%[inhibitor],4.4%,-5.7%,-15.8%,8.2%
CCOc1ccccc1NC(=O)C(OC(=O)c1ccc(O)cc1)c1ccccc1 (stereo not given),-6.1%,-6.4%,25.6,-1.4%,-1.0%,-70.9%,4.4%,-17.8%,-13.3%,-1.7%,10.2%
Cc1c(N=Cc2ccncc2)c(=O)n(-c2ccccc2)n1C,-1.1%,5.7%,-1.3,11.2%,-0.2%,-15.5%,25.0%,0.6%,-1.7%,-1.5%,1.8%

# One compound at a time (already shown):
# Entry for Cc1c(N=Cc2ccncc2)c(=O)n(-c2ccccc2)n1C → ELG1 genotox: -1.1%; S-ASM inh: 5.7%; TRPV1 ag: -1.3; Eya2 phos inh: 11.2%; B2AR arrestin: -0.2%; BRCA1 expr up: -15.5%; a7 integrin act: 25.0%; USP2a block: 0.6%; uPA surface inh: -1.7%; TSG101-PTAP inh: -1.5%; p53 reactivation: 1.8%
# Entry for COc1ccc(C2=NS(=O)(=O)N(C)C(C(=O)Nc3cc(C)ccc3O)=C2)cc1OC → ELG1 genotox: -4.9%; S-ASM inh: -5.9%; TRPV1 ag: -1.5; Eya2 phos inh: -13.7%; B2AR arrestin: -0.3%; BRCA1 expr up: 7.9%; a7 integrin act: ?; USP2a block: 0.2%; uPA surface inh: -4.8%; TSG101-PTAP inh: -6.6%; p53 reactivation: 5.8%
